Screening results as filed in PubChem BioAssay.
APE1 inh: blocks human APE1 abasic DNA cleavage; P27695; AID 2517; Potency, µM (top dose mostly 65.8 µM), for the others: at the highest dose activity change, negative = inhibition, most hits filed as inhibitors; recombinant APE1, TAMRA/BHQ-2 abasic DNA cleavage fluorescence; 350,000 compounds, 0.35% hits;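 note: potency is the fitted concentration of half-maximal effect; plate controls were vehicle for no effect and reference inhibitor for full effect; nearly all actives have a fitted effect of over 55% in size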
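Measures dequenching upon AP-site incision of a 5'-TAMRA/3'-BHQ-2 THF-containing duplex, 50 nM; human APE1 0.75 nM after 15 min room-temperature exposure to compound; kinetic three-point read at one-minute spacing.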
LDHA inh: inhibitors of human lactate dehydrogenase A; AID 1347041; 480,000 compounds, 0.15% hits; activity change, % (values are at about 110 or 230 µM); purified LDHA, NADH/diaphorase-resazurin fluorescence; active compounds read low; P00338; in the data active = activity change below about -30%; inconclusive = mostly about -25% to -30%;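 note: plate controls were DMSO wells for no effect and wells without enzyme for full effect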
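Human LDH5 at 2 nM final in Tris HCl pH 7.4 with 0.06 mM NADH and 0.2 mM pyruvate, reacted 5 minutes at room temperature. Remaining NADH coupled via diaphorase/resazurin; resorufin fluorescence read at 0 and 20 minutes, normalized to enzyme-free and DMSO wells.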
RGS4 inh: blocks human RGS4-accelerated GTP hydrolysis | P49798 | Transcreener GDP fluorescence polarization, RGS4-accelerated GTP hydrolysis | Potency, µM (doses to about 114 µM), without a hit: top-dose activity change, negative = inhibition, actives largely listed as inhibitors | 390,000 compounds, 0.039% hits | AID 504845; note: potency is the fitted concentration of half-maximal effect; % is set by controls: 0 for no effect and ±100 for the full control effect; nearly all actives have a fitted effect of over 75% in size; some results filed as inactive show a strong effect at the top dose
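MLSMR compounds (23 nl, pin-transferred) preincubated 10 min at room temperature with a 500nM (2x) first reagent, then RGS4 at 900nM (2x) plus Transcreener GDP mix added; fluorescence polarization (620/688 nm) read before and after 90 min at 30 °C.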
ALOX12 inh: inhibitors of human 12S-lipoxygenase ALOX12; AID 1671190; purified 12hLO, xylenol orange hydroperoxide absorbance; Potency, µM (series often up to 108 µM), inactives show at the highest dose activity change, negative = inhibition, most hits filed as inhibitors; P18054; 580,000 compounds, 1.1% hits; note: potency is the fitted concentration of half-maximal effect; % is set by controls: 0 for no effect and ±100 for the full control effect
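Purified human 12hLO (150 nM final) in 25 mM Hepes, 0.01% Triton X-100, pH 7.0 was preincubated 15 min at room temperature with compound. Then 40 uM arachidonic acid was added, 30 min. Hydroperoxide was read by Fe-XO absorbance ratio 573/405 nm.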
POLH inh: blocks human DNA polymerase eta activity; recombinant Pol eta, fluorescent DNA replication assay; 390,000 compounds, 1.2% hits; AID 588591; Q9Y253; Potency, µM (titrated, usually from 114 µM), inactives show top-dose activity change, negative = inhibition, actives largely listed as inhibitors; note: potency is the fitted concentration of half-maximal effect; % is set by controls: 0 for no effect and ±100 for the full control effect
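Pol eta at 10 nM preincubated with compounds 15 min at room temperature; reaction started with fluorescent substrate (50 nM final) and read kinetically at 0 and 10 min.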
Anesthetic bind: binds horse apoferritin like a general anesthetic | P02791 | apoferritin/1-aminoanthracene competitive binding, fluorescence | Potency, µM (titrated, usually from 77.5 µM), for inactives: top-dose activity change, negative = displacement, most hits filed as inhibitors | 350,000 compounds, 0.074% hits | AID 485281; note: potency is the fitted concentration of half-maximal effect; % is set by controls: 0 for no effect and ±100 for the full control effect; nearly all actives have a fitted effect of over 20% in size
Target sequence (P02791 2-175 limits assumed): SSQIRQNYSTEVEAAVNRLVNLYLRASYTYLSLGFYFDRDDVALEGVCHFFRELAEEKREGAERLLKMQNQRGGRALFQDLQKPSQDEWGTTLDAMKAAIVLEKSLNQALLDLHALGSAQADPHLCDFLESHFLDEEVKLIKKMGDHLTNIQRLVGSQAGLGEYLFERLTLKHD
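10 uM apoferritin + 50% sat. 1-AMA, PBS; cpd 10 min RT; Ex380/Em535 endpoint; normalized to free probe vs complex; 4-param Hill fit; propofol titration as pos. ctrl.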
Pol kappa inh: inhibitors of human DNA polymerase kappa; AID 588579; 400,000 compounds, 0.53% hits; purified Pol kappa, fluorescent DNA synthesis assay, 10 min; Q9UBT6; Potency, µM (titrated, usually from 107 µM), for the others: at the top dose activity, negative = inhibition, usual class: inhibitors; note: potency is the fitted concentration of half-maximal effect; % is set by controls: 0 for no effect and ±100 for the full control effect
Target sequence (Q9UBT6 whole entry, looked up): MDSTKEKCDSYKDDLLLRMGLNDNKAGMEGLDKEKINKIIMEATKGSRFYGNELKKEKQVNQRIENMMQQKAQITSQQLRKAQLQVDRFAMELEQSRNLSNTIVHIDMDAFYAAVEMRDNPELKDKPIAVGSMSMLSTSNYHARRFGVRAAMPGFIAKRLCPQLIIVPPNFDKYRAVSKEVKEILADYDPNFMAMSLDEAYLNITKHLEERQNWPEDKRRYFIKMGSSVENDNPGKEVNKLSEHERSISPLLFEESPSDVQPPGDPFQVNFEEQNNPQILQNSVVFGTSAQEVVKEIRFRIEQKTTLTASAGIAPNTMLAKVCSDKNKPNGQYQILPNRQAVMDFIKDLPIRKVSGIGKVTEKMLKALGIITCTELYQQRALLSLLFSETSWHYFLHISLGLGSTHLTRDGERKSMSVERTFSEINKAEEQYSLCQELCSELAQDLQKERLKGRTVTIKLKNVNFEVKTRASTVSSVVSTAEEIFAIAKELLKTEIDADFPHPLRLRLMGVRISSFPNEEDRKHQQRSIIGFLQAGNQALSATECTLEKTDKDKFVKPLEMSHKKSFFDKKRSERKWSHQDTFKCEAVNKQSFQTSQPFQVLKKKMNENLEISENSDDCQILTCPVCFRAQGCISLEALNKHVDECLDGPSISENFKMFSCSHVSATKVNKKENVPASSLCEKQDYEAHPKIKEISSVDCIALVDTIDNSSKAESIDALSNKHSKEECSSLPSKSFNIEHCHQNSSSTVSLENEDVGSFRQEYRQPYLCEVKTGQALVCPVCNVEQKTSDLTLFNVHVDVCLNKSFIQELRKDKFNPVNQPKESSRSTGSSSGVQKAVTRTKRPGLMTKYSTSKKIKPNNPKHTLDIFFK
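Pol kappa 10 nM + cpd, 15 min RT; start w/ substrate 50 nM final; fluorescence kinetic read, 0 and 10 min. Neg ctrl: buffer, no enzyme.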
POLB inh: blocks human DNA polymerase beta activity; P06746; Pol beta primer extension/strand displacement, fluorescence kinetic; Potency, µM (highest dose often 114 µM), without a hit: at the top dose activity change, negative = inhibition, most hits filed as inhibitors; 340,000 compounds, 1.3% hits; AID 485314; note: potency is the fitted concentration of half-maximal effect; % is set by controls: 0 for no effect and ±100 for the full control effect
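Homogeneous kinetic assay of primer extension and strand displacement by 10 nM Pol beta, preincubated 15 min at room temperature with compound before 50 nM substrate (final) was added. Read at 0 and 10 min; four-parameter Hill fit.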
ERG Ets-DNA blk: inhibitors of human ERG Ets domain-DNA interaction. P11308. fluorescence polarization, His-ERG Ets domain / labelled DNA. Potency, µM (highest dose often 76.9 µM), for inactives: at the top dose FP activity, negative = inhibition, actives largely listed as inhibitors. 370,000 compounds, 0.028% hits; active = well fitted inhibition curve with a large enough effect in the polarisation, with a control signal flat; inconclusive = small, poorly fitted or top-dose-only effect, or effect the other way, or a change in a side signal; inactive = no such curve, though single readings can be large or run the other way; the % refers to the polarisation;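 note: polarization taken with two DNA probes labelled with fluorescein and Texas red; potency is the fitted concentration of half-maximal effect; % of control where 0% means no effect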
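His-tagged ERG Ets domain (1 uM in the protein solution; 300mM KCl, 50mM Tris-HCl, 1mM EDTA, 1mM DTT, pH 7.5) received compound, then a probe mix of 5 nM fluorescein-DNA and 100nM Texas-615-DNA. Fluorescence polarization was read for both dyes.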
* = called active by the depositor; ? = inconclusive; nt = no result given; & = joins results of further samples; [ ] = remark or other dose. Unless noted, calls come from the whole dose curve; as a rule, active = well fitted curve in the direction sought with a large enough effect; inconclusive = small, poorly fitted or top-dose-only effect, or another doubt; inactive = no such curve, though single readings can be large; an effect the other way counts as inactive or inconclusive.

nr	Structure	ERG Ets-DNA blk	ALOX12 inh	APE1 inh	POLH inh	LDHA inh	Pol kappa inh	RGS4 inh	POLB inh	Anesthetic bind
1	CSc1ncc(Cl)c(C(=O)N(Cc2ccc(C)cc2)C2CCS(=O)(=O)C2)n1 (centres undefined)	4%	-17%	nt	-13%	-5	-10%	14%	-2%	-18%
2	CCOC(=O)c1c(NC(=O)CN2C(=O)NC3(CCC(C)CC3)C2=O)sc(C(=O)N(C)C)c1C (centres undefined)	5%	-27%	9%	-12%	-1	-4%	5%	nt	nt
3	Cc1ccc(NC(=O)COc2coc(CN3CCc4ccccc43)cc2=O)cc1Cl	-5%	?	-22%	?	-4	-41%	9%	nt	nt
4	O=C(O)c1cccc(-n2cccc2/C=C/[N+](=O)[O-])c1	-5%	-25%	4µM*	2.8µM*	5	14µM*	-41%	3.5µM*	-10%
5	CCn1nnnc1SCC(=O)Nc1ccc(OCc2ccccc2)cc1	2%	?	5%	-5%	-3	4%	-6%	4%	-1%
6	CCOc1cc(/C=N\NC(=O)c2ccc(NC(=O)C(C)(C)C)cc2)ccc1OC(=O)c1cccc(C)c1	-9%	5%	-4%	-9%	-8	-6%	-14%	4%	-15%
7	Cc1ccc(C(=O)N2CCC(C(=O)NCc3ccco3)CC2)cc1	-8%	-12%	-8%	-3%	-8	-11%	4%	56%	4%
8	Cc1c(C(=O)OC2CCCCC2)[nH]c2c1C(=O)CC(c1ccccc1)C2 (centres undefined)	1%	-9%	nt	-7%	-7	-6%	-11%	8%	-7%
9	CCC(=O)Nc1cccc(NC(=O)CSc2nnc(C(C)C)n2CC)c1	-1%	0%	5%	2%	-4	-13%	5%	16%	-7%
10	COc1ccc2[nH]c(=O)c(CN(C(C)=O)c3ccc(C)cc3C)cc2c1	-9%	?	34%	-24%	-1	-8%	-1%	-25%	-6%
11	CCN(CC)C(=O)Cc1ccccc1	0%	-4%	12%	-7%	2	10%	-19%	26%	5%
12	CC(C)(C)C(=O)Nc1cccc(-c2ncon2)c1	13%	5%	0%	-7%	2	11%	-29%	88%	-13%
13	CCCCC(=O)Nc1ccc(N2CCN(C(=O)c3ccco3)CC2)cc1	3%	0%	17%	0%	1	-15%	3%	41%	-1%
14	Cc1ccc(-n2nc(C)c(C(C)(O)C(F)(F)F)c2N)cc1 (centres undefined)	nt	-5%	-2%	-15%	-5	-3%	0%	9%	-10%
15	COCc1cc(C)nc(SCc2ccc(Br)cc2)c1C#N	3%	0%	nt	-25%	-2	-11%	-20%	nt	nt
16	O=C(CSCc1c(F)cccc1Cl)NCC1CCCO1 (centres undefined)	-29%	12%	-4%	-4%	-5	-11%	-5%	32%[activator]	-7%
17	CC1(C)Cc2c(sc3nnn(Cc4ccccc4)c(=O)c23)CO1	-3%	-3%	0%	-18%	-5	-2%	-13%	0%	?
18	Cc1cccc(NNC(N)=S)c1C	-1%	?	0%	-4%	-8	-4%	-27%	28%	?
19	O=C(O)COc1ccc(Cl)cc1CO	nt	6%	-7%	-4%	-4	-1%	-13%	1%	-7%
20	CN(C)C1=NC[C@H](Cc2ccccc2)N1CCCC1CCCCC1	1%	?	9%	-8%	0	16%	1%	nt	nt
21	C1CCC(OCCN2CCN(CCOC3CCCCC3)CC2)CC1	nt	16%	-4%	-1%	-11	-4%	-6%	-13%	-6%
22	CCOC(=O)Nc1ccc2c3c(cccc13)-c1ccccc1-2	9%	-16%	nt	4%	-4	-9%	-8%	nt	nt
23	COC(=O)c1c(NC(=O)CC2SC(N)=NC2=O)sc2c1CCC(C)C2 (centres undefined)	2%	-25%	1%	-16%	-3	-14%	-2%	0%	-3%
24	O=C(O)c1ccc(NCc2nc3cc4ccccc4cc3[nH]2)cc1	-1%	-9%	nt	-16%	-6	-17%	14%	nt	nt
25	CCCCCCN(CCCCCC)C(=O)Cc1c(-c2ccc(Cl)cc2)[nH]c2ccc(Cl)cc12	nt	-4%&151%	3%&0%	nt	nt	7%&-8%[19.4 µM]	-117%[56.9 µM]	nt	127%[activator]

Further results follow.
nr	Structure	ERG Ets-DNA blk	ALOX12 inh	APE1 inh	POLH inh	LDHA inh	Pol kappa inh	RGS4 inh	POLB inh	Anesthetic bind
26	Cc1cc(NC(=O)CCC2CCCC2)no1	-6%	?	2%	-9%	-3	0%	-27%	-1%	-23%
27	Cc1ccc(OCC(O)CN2CCN(CCO)CC2)c(C)c1 (centres undefined)	2%	?	30%	-8%	-4	2%	11%	-2%	-6%
28	CC(NC(=O)c1ccccc1)C(=O)OCC(=O)c1ccc(Br)cc1 (centres undefined)	5%	16%	28%	-18%	-3	4%	-8%	6%	?
29	CC(C)(C)NC(=O)N1CCC(C(=O)O)CC1	7%	-8%	nt	-19%	-1	-4%[60.1 µM]	2%	-18%	2%
30	COc1ccc(OC)c(/C=C/C(=O)OCC(=O)NC2CCCCCCC2)c1	5%	-6%	17%	-21%	-5	-17%	-2%	nt	nt
31	S=C(NCc1cccnc1)Nc1ccc2c(c1)OCO2	-1%	-5%	-11%	-25%	-2	6%	11%	0%	-4%
32	O=S(=O)(Nc1ncccn1)c1ccc(NC(=S)Nc2ccccc2)cc1	7%	-94%	2%	-6%	1	-14%	-8%	5%	-8%
33	CCc1ccc(NC(=O)CC2C(=O)N(c3ccc(C)cc3)C(=O)N2C2CC2)cc1 (centres undefined)	-9%	-20%	-1%	-19%	-2	-6%	-5%	7%	-20%
34	O=C(O)c1ccc(NS(=O)(=O)/C=C/c2ccccc2)cc1O	5%	-24%	0%	-8%	-4	-4%	8%	31%[activator]	-4%
35	O=C(CCN1C(=O)CSC1=O)Nc1ccc(Br)cc1	2%	0%	1%	-8%	0	-12%	10%	20%	-11%
36	Cc1ccc(NC(=O)Cn2c(=O)c3cc(Cl)ccc3n3nncc23)cc1	2%	-21%	nt	-14%	-16	-17%	20%	-1%	-13%
37	NC(=O)c1ccsc1NC(=O)COC(=O)CNC(=O)c1cccc([N+](=O)[O-])c1	-4%	11%	-36%	35µM*	-2	-23%	-36%	nt	nt
38	Nc1ccc(S(=O)(=O)c2ccc(Cl)cc2)cc1	nt	-6%	-2%	-1%	-4	-6%	5%	-1%	?
39	CCC(=O)Nc1sc(Cc2ccccc2)c(C)c1C(N)=O	4%	-24%	12%	-1%	-9	-1%	?	-1%	-19%
40	COc1cccc(/C=C2/C(=O)NN(c3ccc(Br)cc3)C2=O)c1O	6%	0%	-3%	79µM*	2	-25%	-47%	?	-13%

By substructure, the entries above containing a halogen.
nr	Structure	ERG Ets-DNA blk	ALOX12 inh	APE1 inh	POLH inh	LDHA inh	Pol kappa inh	RGS4 inh	POLB inh	Anesthetic bind
1	CSc1ncc(Cl)c(C(=O)N(Cc2ccc(C)cc2)C2CCS(=O)(=O)C2)n1 (centres undefined)	4%	-17%	nt	-13%	-5	-10%	14%	-2%	-18%
3	Cc1ccc(NC(=O)COc2coc(CN3CCc4ccccc43)cc2=O)cc1Cl	-5%	?	-22%	?	-4	-41%	9%	nt	nt
14	Cc1ccc(-n2nc(C)c(C(C)(O)C(F)(F)F)c2N)cc1 (centres undefined)	nt	-5%	-2%	-15%	-5	-3%	0%	9%	-10%
15	COCc1cc(C)nc(SCc2ccc(Br)cc2)c1C#N	3%	0%	nt	-25%	-2	-11%	-20%	nt	nt
16	O=C(CSCc1c(F)cccc1Cl)NCC1CCCO1 (centres undefined)	-29%	12%	-4%	-4%	-5	-11%	-5%	32%[activator]	-7%
19	O=C(O)COc1ccc(Cl)cc1CO	nt	6%	-7%	-4%	-4	-1%	-13%	1%	-7%
25	CCCCCCN(CCCCCC)C(=O)Cc1c(-c2ccc(Cl)cc2)[nH]c2ccc(Cl)cc12	nt	-4%&151%	3%&0%	nt	nt	7%&-8%[19.4 µM]	-117%[56.9 µM]	nt	127%[activator]
28	CC(NC(=O)c1ccccc1)C(=O)OCC(=O)c1ccc(Br)cc1 (centres undefined)	5%	16%	28%	-18%	-3	4%	-8%	6%	?
35	O=C(CCN1C(=O)CSC1=O)Nc1ccc(Br)cc1	2%	0%	1%	-8%	0	-12%	10%	20%	-11%
36	Cc1ccc(NC(=O)Cn2c(=O)c3cc(Cl)ccc3n3nncc23)cc1	2%	-21%	nt	-14%	-16	-17%	20%	-1%	-13%
38	Nc1ccc(S(=O)(=O)c2ccc(Cl)cc2)cc1	nt	-6%	-2%	-1%	-4	-6%	5%	-1%	?
40	COc1cccc(/C=C2/C(=O)NN(c3ccc(Br)cc3)C2=O)c1O	6%	0%	-3%	79µM*	2	-25%	-47%	?	-13%

An excerpt, so the mix of outcomes need not match the whole.
